# High-throughput results (PubChem)
# HSF1 inhib: HSF1 inhibition | AID 2098 | NIH3T3-HGL HSE-luciferase, MG132-induced, luminescence 8 h; active compounds read low | 300,000 tested, 0.77% active | activity change, negative = inhibition, % at 7.5 µM (by protocol);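 active = more than half of replicate wells show activity change below -50%, luminescence cut by over half; inconclusive = some wells, but at most half, below -50%; inactive = no replicate well below -50%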;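 also: luciferase reports HSF-1 transcriptional activity via heat shock element; 0% = median of DMSO wells and -100% = zero luminescence signal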
# Platelet DG rel: modulates dense granule release in human platelets | human platelet-rich plasma, SFLLRN dense granule ATP release, luminescence | inhibition, %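 (compounds screened at 7.5 µM in platelet-rich plasma)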 | 300,000 tested, 0.22% active;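 active = mean replicate score, as percent of positive control, at or above 50; inconclusive = mean below 50 but at least one replicate at or above 50; inactive = mean and every replicate below 50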
# KLF5 inhibitor: suppresses KLF5 promoter-driven expression; DLD-1 KLF5 promoter-luciferase reporter, luminescence; inhibition, % at 5 µM; 290,000 tested, 0.23% active; AID 1700;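 active = inhibition above a per-plate limit of that plate's mean compound inhibition plus 3 SD, cut at about 60% in these data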;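 also: 0% = DMSO wells and 100% = LY294002 at 200 µM; higher means less KLF5 promoter-driven luciferase light; inactives centre near -14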
# GSK3A inh: inhibitors of human GSK-3 alpha kinase. P49840. ADP-Glo luminescence, 60 min. inhibition, % at 10 µM. 320,000 tested, 0.1% active;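 in the data active = inhibition above about 50%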;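 also: GST-tagged GSK-3 alpha with peptide substrate and 25 µM ATP; 0% = DMSO neutral wells and 100% = GW8510 positive control wells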
# Target sequence (P49840 whole entry, looked up): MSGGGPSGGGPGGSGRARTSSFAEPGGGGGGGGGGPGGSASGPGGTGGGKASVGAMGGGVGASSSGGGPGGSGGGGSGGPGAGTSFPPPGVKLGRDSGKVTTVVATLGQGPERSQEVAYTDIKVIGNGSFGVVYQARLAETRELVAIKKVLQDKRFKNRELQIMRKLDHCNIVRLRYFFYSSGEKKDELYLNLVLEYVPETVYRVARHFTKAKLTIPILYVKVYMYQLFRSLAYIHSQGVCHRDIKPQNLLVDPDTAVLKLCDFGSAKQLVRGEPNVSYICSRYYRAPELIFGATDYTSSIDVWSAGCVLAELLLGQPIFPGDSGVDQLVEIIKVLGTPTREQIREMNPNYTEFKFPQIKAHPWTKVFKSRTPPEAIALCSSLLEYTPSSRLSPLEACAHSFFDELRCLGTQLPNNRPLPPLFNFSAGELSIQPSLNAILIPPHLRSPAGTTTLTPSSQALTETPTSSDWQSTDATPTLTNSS
# aSyn 5UTR inh: MLPCN primary screen, SNCA 5' untranslated region | alpha-synuclein 5'UTR reporter, inhibitor activity | inhibition, % (tested at 7.5 µM) | 300,000 tested, 0.82% active; in the data active = inhibition above about 60%; inconclusive = no clear call, values can overlap the other calls;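 also: H4 neuroglioblastoma cells stably carrying SNCA 5'UTR luciferase fusion; 0% = DMSO wells and 100% = positive control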
# HSP90 refold inh: HSP90 refolding inhibition in rabbit reticulocyte lysate. luciferase refolding luminescence, 3 h. inhibition, % at 5.6 µM. 290,000 tested, 0.91% active;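 active = inhibition above the screen-wide mean plus 3 SD, computed separately per campaign, cut at about 16% in these data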;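 also: 0% = DMSO wells and 100% = 60 µM geldanamycin wells; inhibitors lower the luminescence because luciferase stays unfolded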
# HSF-1 act: increases HSF-1 driven luciferase reporter signal; NIH3T3-HGL HSF-1 luciferase reporter, MG132, 8 h; 100% = twice DMSO control signal; activation, % at 9 µM; 300,000 tested, 1.7% active; AID 504408;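 active = mean replicate activation of at least 50% with a set share of replicates each reaching 50%; inconclusive = only one of those two conditions met; inactive = mean below 50% and too few replicates reaching it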;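 also: 0% = median of the neutral control wells and 100% = twice that signal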
# IEC-6 tox: kills IEC-6 intestinal cells in KLF5 counter-screen. IEC-6 cytotoxicity, luminescence viability. 290,000 tested, 0.78% active. inhibition, % at 5 µM; in the data active = inhibition above about 22%;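 also: 0% = plate median of test compound wells and 100% = cytotoxic reference compound wells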
# GSK3B inh: inhibitors of human GSK3beta kinase; P49841; GST-GSK3beta kinase, ADP-Glo luminescence, 60 min; active compounds read low; activity score (negative = inhibition), % at 10 µM; 300,000 tested, 0.038% active;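 active = more than half of replicate wells score below -50%, meaning over 50% inhibition versus plate controls; inconclusive = some replicates but at most half score below -50%; inactive = no replicate scores below -50%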;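 also: 0% = median DMSO wells and -100% = median GW8510 positive control wells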
# Target sequence (P49841 whole entry, looked up): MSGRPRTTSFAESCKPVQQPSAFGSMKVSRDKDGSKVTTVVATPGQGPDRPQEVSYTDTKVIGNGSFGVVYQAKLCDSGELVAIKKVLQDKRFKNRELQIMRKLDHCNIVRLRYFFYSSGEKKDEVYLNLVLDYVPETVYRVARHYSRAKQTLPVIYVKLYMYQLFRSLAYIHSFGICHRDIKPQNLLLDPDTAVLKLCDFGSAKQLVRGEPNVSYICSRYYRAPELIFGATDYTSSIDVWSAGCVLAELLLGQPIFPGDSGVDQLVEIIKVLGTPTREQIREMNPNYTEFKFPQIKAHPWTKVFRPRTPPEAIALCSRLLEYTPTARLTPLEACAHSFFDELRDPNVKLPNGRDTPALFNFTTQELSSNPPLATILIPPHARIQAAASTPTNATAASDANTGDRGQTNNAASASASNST
#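 Assay system: GST-tagged human GSK3beta kinase, cell-free; Input: 1.6 ng GSK3beta; Medium: Tris/MgCl2 kinase buffer; Timing: 60 min enzyme reaction, room temperature; Signal: ADP-Glo luminescence quantifying ADP generated by kinase; Evaluation: score relative to plate controls; Benchmarks: DMSO neutral wells and GW8510 at 20 µM as positive.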
# DYRK1A inh: blocks rat Dyrk1A kinase activity | 310,000 tested, 0.43% active | AID 504441 | Q63470 | ADP-Glo luminescence, NFATc1 peptide | inhibition, % at 12.5 µM; in the data active = inhibition above about 50%;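 also: plate controls were vehicle with enzyme for no effect and no enzyme for full effect; many of its hits are not listed in these tables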
# Numbers without * were called inactive; ? = inconclusive; / = no result given.
SMILES,HSF1 inhib,Platelet DG rel,KLF5 inhibitor,GSK3A inh,aSyn 5UTR inh,HSP90 refold inh,HSF-1 act,IEC-6 tox,GSK3B inh,DYRK1A inh
CCCOC(=O)C1=C(C)NC(=O)NC1c1cccc2ccccc12 (stereo unspecified),16,5,-5,18,-7,1,33,8,-1,6
O=C(NCc1ccccc1)c1cccc(S(=O)(=O)NCc2ccccc2)c1,4,1,-17,-3,4,2,-1,-1,2,-6
CCNC(=O)c1cccc(NC(=O)CC2SC(N3CCCCC3)=NC2=O)c1 (stereo unspecified),-4,2,/,0,-7,/,-14,/,0,-2
CCOC(=O)C(=O)/C(=C\N(C)C)c1onc(-c2ccccc2)c1C(=O)OC,2,6,14,-3,11,1,-1,1,0,8
COc1ccc(C(=O)NN=C2CCCC2)c(OC)c1,1,-1,-12,0,12,-3,1,1,2,/
Cc1cccc2cc(CN(Cc3ccco3)C(=O)c3ccncc3)c(=O)[nH]c12,-7,25,-2,0,-6,-3,-14,1,0,-2
Nc1ccc(C(=O)N/N=C\C=C\c2ccc([N+](=O)[O-])cc2)cc1,-15,-4,-22,0,-7,-2,3,0,1,5
CCCNC(=O)C/C(C)=N/NC(=O)C(=O)Nc1ccccn1,8,-2,-30,-2,-34,-1,6,5,-2,6
COc1ccc(-c2n(CC(=O)OC3CC(C)CCC3C(C)C)c3ccccc3[n+]2C)cc1 (stereo unspecified),-12,-4,52,/,101*,0,-23,21,0,2
COc1ccc2[nH]c(=O)c(CNc3ccccc3OC)cc2c1,-1,9,-11,7,2,6,-3,-1,-1,28
CCOc1ccccc1NC(=O)c1cccc(NC2=NC3CS(=O)(=O)CC3S2)c1 (stereo unspecified),6,-4,-25,10,-12,0,-7,6,4,2
Cc1ccc(C(=O)NNC(=O)CSc2nnc(CNc3ccc(F)cc3)n2C)cc1,-33,5,0,0,-16,3,-46,-1,-2,/
COc1ccc(C(=O)/C=C2/C(=O)Nc3ccccc32)c(OC)c1,6,7,10,-1,-44,7,11,1,2,-1
O=C(CCl)N(Cc1ccccc1)c1ccccc1,-2,-3,-14,1,-13,-2,-6,4,-2,0
CCC1CCCCN1CCCNC(=O)CN1C(=O)CSc2ccc(S(=O)(=O)N3CCOCC3)cc21 (stereo unspecified),-5,5,-2,-2,1,2,-7,3,-6,-1
CN(C)S(=O)(=O)NCC1CCCN(Cc2cc3ccccc3s2)C1 (stereo unspecified),-2,-3,-22,0,6,6,-4,-4,1,/
CCn1c(=O)n(CC(=O)N(C)Cc2ccccc2)c(=O)c2ccccc21,3,3,-24,-3,-7,2,6,-1,-1,-5
CCn1c(SCC(=O)Nc2cccc(C)c2)nc2ccccc2c1=O,7,15,-34,-3,4,2,25,22*,-9,1
CCC(=O)NC(NC(=S)Nc1c(C)n(C)n(-c2ccccc2)c1=O)C(Cl)(Cl)Cl (stereo unspecified),-4,-8,8,0,7,0,8,-8,-1,-2
COC(=O)c1sc2nc(CSc3ccc(Br)cc3)[nH]c(=O)c2c1C,15,0,9,-1,1,-3,35,-2,-3,-5
Cc1ccc2nc(-c3ccccc3)cc(C(=O)NNC(=O)c3csc(N4CCOCC4)n3)c2c1,3,3,/,-1,-8,/,-3,/,0,-4
C=CCN(c1ccccc1)S(=O)(=O)c1cccc(C(=O)NCC(c2cccs2)N2CCOCC2)c1 (stereo unspecified),-3,11,/,-2,1,/,9,/,-1,-9
CCN1CCc2c(OCC(=O)Nc3cccc(C)c3)cccc2C1=O,-7,-2,-42,0,0,-6,-7,-7,1,-4
CO/N=C/c1ccc(N2CCCC2)c([N+](=O)[O-])c1,8,-4,-23,-3,-48,0,39,-2,1,-2
Cn1c(N2CCCCC2)cc(=O)n(C)c1=O,-7,5,-28,-1,-19,-1,5,4,1,3
COc1ccc(C(=O)Nc2nc3ccc(OC)cc3s2)cc1,11,2,-135,8,-277,4,19,17,-2,14
CCS(=O)(=O)N1CCC(NC(=O)C2CCCCC2)CC1,-7,1,-9,-1,0,-1,12,-1,-1,-12
O=C(Nc1ccccc1)c1ccccc1OCC(O)CN1C(=O)c2ccccc2S1(=O)=O (stereo unspecified),7,-3,-23,1,21,1,14,-5,1,-1
CCSc1nnc(NC(=O)c2csc3c2CCCC3)s1,/,-2,-9,-2,/,-3,/,3,-1,-10
COc1ccc(NC(=O)Cn2c(CCC(=O)O)ccc2-c2ccc(C)cc2)cc1,11,-3,-9,-1,-24,2,28,-8,-2,-7
O=C(N/N=C/c1ccc(O)cc1)/C(=C/c1ccc([N+](=O)[O-])cc1)NC(=O)c1ccccc1,4,-2,0,-5,18,1,-6,-3,2,1
O=C(/C=C/c1ccc(N2CCCCC2)c([N+](=O)[O-])c1)c1ccc(O)cc1,86,8,-174,-3,-464,-5,75*,1,2,7
O=C(CSCc1ccccc1Cl)NNC(=O)c1ccccc1,-8,-2,3,1,9,-3,9,-4,0,-7
Cc1ccc(N2C(=O)CC(N3CCN(c4ccc(F)cc4)CC3)C2=O)c(C)c1 (stereo unspecified),5,3,-43,-1,11,-3,-11,-1,/,-2
COc1ccc(C2CC(=O)c3cnc(N4CCc5ccccc54)nc3C2)cc1OC (stereo unspecified),16,1,16,-2,-26,5,?,8,2,/
CC(C)c1ccc(S(=O)(=O)c2cnc(=S)[nH]c2N)cc1,8,-9,18,-2,5,7,-7,6,0,/
CC(C(=O)NCc1cccs1)n1cccc1 (stereo unspecified),-3,-6,-25,-4,2,-1,-3,1,0,-3
COc1ccccc1/C=N\NC(=O)c1ccc(COc2ccc(C)c(C)c2)o1,16,4,/,2,-12,/,33,/,2,0
Cn1c(SCC2CCCO2)nnc1-c1cccc([N+](=O)[O-])c1 (stereo unspecified),/,2,-31,-1,22,4,/,1,3,4
COc1ccc(N2CCN(C(=O)c3ccc4c(c3)CCN4S(=O)(=O)c3ccccc3)CC2)cc1,7,-3,-23,-2,6,-4,1,-1,-2,0
COc1ccc(C)cc1NC(=O)c1cnc2scc(C)n2c1=O,/,/,8,/,/,-1,/,2,/,6
CCN1C(=O)CC(N2CCN(C(c3ccccc3)c3ccccc3)CC2)C1=O (stereo unspecified),3,-6,9,-4,-7,3,5,6,-1,-16
COC(=O)c1ccc(CS(=O)(=O)c2ccc(F)cc2)o1,-5,0,-17,8,-9,-1,-8,2,-6,2
O=C(Nc1cnc2ccccc2c1)C1COc2ccccc2O1 (stereo unspecified),14,1,-55,1,-167,-2,37,-3,2,0
CC(CC(F)(F)F)N1CCC(n2nccc2NC(=O)CCCc2ccccc2)CC1 (stereo unspecified),2,13,-5,-1,-5,5,8,-3,3,0
CC(=O)NC(C)(C)C1CC=C(C)/C(=N\O)C1 (stereo unspecified),2,7,-18,-2,33,-5,-4,-6,1,1
Cc1c(C)c2ccc(OCC(=O)N3CCN(C(=O)C4COc5ccccc5O4)CC3)cc2oc1=O (stereo unspecified),4,5,-39,-2,8,3,-13,0,-2,/
CC1(NC(=O)CC[N+](C)(C)CCO)CS(=O)(=O)CC1S(=O)(=O)[O-] (stereo unspecified),-6,-5,-4,-2,13,-1,-3,1,-2,/
OC(COc1ccccc1)CN1CCCCCC1 (stereo unspecified),-3,-3,5,-3,-7,0,1,11,3,7
CCc1cc(=O)oc2cc(OCC(=O)NCC3CCC(C(=O)O)CC3)ccc12 (stereo unspecified),2,-9,-9,-2,-3,-2,-8,1,-2,14
CC(=O)Nc1cccc(NC(=O)c2oc3ccccc3c2C)c1,16,-2,-146,1,-272,-4,26,-2,2,/
C=CCn1c(-c2cccn(Cc3ccccc3)c2=O)n[nH]c1=S,-6,-2,2,-2,33,-2,18,-3,1,-3
Cc1ccc(S(=O)(=O)NCC23C=CC(O2)C2C(=O)N(c4ccccc4)C(=O)C23)cc1 (stereo unspecified),-3,6,-12,-7,20,3,17,-2,-7,0
COc1cccc(Nc2nc3ccc(C(=O)c4ccccc4)cc3n3cnnc23)c1,-7,-1,-24,0,-3,-4,-6,-4,1,20
CCOC(=O)c1ccc(NC(=O)CSc2nnc(COc3ccccc3)n2C)cc1,4,-4,-17,0,-30,-3,-4,1,0,0
Cc1ccsc1C(=O)N/N=C/C=C/c1ccccc1[N+](=O)[O-],22,-1,-102,2,-138,2,27,4,2,1
COC(=O)c1ccc(Oc2nc3c(c(=O)n(C)c(=O)n3C)n2CCC(C)C)cc1,-3,13,-8,0,13,5,-1,-1,6,-1
Cc1ccc(CNC(=O)N2CCN(S(=O)(=O)c3ccccc3)CC2)cc1,1,3,-18,1,6,3,3,-5,-4,-2
CSc1cccc(NC(=O)c2c(Cl)cnn2C)c1,2,-11,-2,1,-89,3,-10,1,-1,53*
O=c1c2ccccc2ncn1Cc1ccc(Cl)cc1,-7,-1,-1,-3,5,-5,2,-4,-4,-2

# The last 3 entries of the section before come first, to join the parts.
SMILES,HSF1 inhib,Platelet DG rel,KLF5 inhibitor,GSK3A inh,aSyn 5UTR inh,HSP90 refold inh,HSF-1 act,IEC-6 tox,GSK3B inh,DYRK1A inh
Cc1ccc(CNC(=O)N2CCN(S(=O)(=O)c3ccccc3)CC2)cc1,1,3,-18,1,6,3,3,-5,-4,-2
CSc1cccc(NC(=O)c2c(Cl)cnn2C)c1,2,-11,-2,1,-89,3,-10,1,-1,53*
O=c1c2ccccc2ncn1Cc1ccc(Cl)cc1,-7,-1,-1,-3,5,-5,2,-4,-4,-2
CCOC(=O)Nc1ccc2c(c1)N(C(=O)CNC)c1ccccc1CC2,3,-6,-17,-2,20,1,11,6,5,-3
O=C(NC1=NCCS1)c1ccc(Cl)c(Cl)c1,37,-6,-189,-5,-101,4,49,6,2,0
S=c1[nH]nc(Cn2cnc3ccccc32)n1-c1ccccc1Cl,0,10,-4,-1,9,0,5,2,4,-1
CCn1c(SCC(=O)c2cc(C)n(C)c2C)nnc1-c1ccccc1,-10,10,-17,2,-14,0,-23,-3,-1,-3
N#CCSc1nnc(-c2ccccc2O)n1Cc1ccccc1,-8,-1,-11,-3,-12,-1,3,-4,-3,5
COc1cccc(C(C(=O)NC2CCCC2)N(C(=O)c2ccco2)c2ccccc2F)c1OC (stereo unspecified),2,-5,8,1,5,-3,-8,10,0,-1
CCC(=O)N(CCCN(C)C)c1nc(-c2cc(OC)ccc2OC)cs1,1,2,-27,7,-18,0,10,2,-1,4
Cc1cc(Cl)ccc1OCC(=O)NNC(=O)c1ccco1,10,2,-48,-5,-50,-1,-1,-7,-1,/
COc1ccc(Cc2nc3ccc(C(=O)NCCc4cccc(C)n4)cc3o2)cc1,-34,3,-3,-2,-29,0,-45,1,3,/
O=C(C(=O)N1CCCCCC1)c1c[nH]c2ccccc12,-7,3,-33,-2,14,1,7,0,-6,31

# A portion of the library (hit frequency here may not be typical).
